APJ antag: blocks the human apelin receptor APJ; 330,000 compounds, 0.32% hits; inhibition, % at 20 µM; CHO-K1 APJ beta-arrestin complementation, luminescence; P35414;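 active means inhibition above about 40% at 20 µM, limit read from the data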;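 further: cells challenged with 10 nM apelin-13 agonist together with compound; plate controls were apelin-13 plus DMSO wells for no effect and DMSO wells lacking apelin-13 for full effect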
CHOP UPR activ: activators of apoptotic arm of unfolded protein response (CHOP); CHO-CHOP luciferase reporter, UPR activation, luminescence; percent of tunicamycin response over DMSO baseline; activation, % at 10 µM; 330,000 compounds, 0.34% hits; AID 449763;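 active means at 10 µM dose, activation of 40% or more, normalized to positive control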;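 further: 100% = tunicamycin at 10 µg/mL and 0% = DMSO alone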
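measured by = luciferase luminescence | assay system = CHO-CHOP cells, stable luciferase reporter of PERK-eIF2a-CHOP signalling | amount = 500 reporter cells seeded per well | timing = 6 h compound exposure at 37 °C after overnight seeding | controls = positive tunicamycin 10 µg/mL, negative DMSO alone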
UPR XBP1 act: adaptive UPR (XBP1) activation; CHO-XBP1 luciferase reporter, IRE1-XBP1 UPR activation, luminescence; percent of tunicamycin response, DMSO as zero; activation, % at 20 µM; 330,000 compounds, 0.33% hits; AID 463104;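 active means versus positive control, 20 µM dose yields 30% or more activation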;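 further: 100% = tunicamycin at 10 µg/mL and 0% = DMSO only wells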
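Test system: CHO-XBP1 luciferase reporter cells | Buffer or medium: Serum-containing F12 medium, 10% FBS | Schedule: 6 h compound exposure at 37 °C, 5% CO2 | Detection: Steady-Glo luciferase glow luminescence, 10 min after reagent addition | Read-out basis: Activation, % of tunicamycin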
CXCR6 inh: blocks human CXCR6 beta-arrestin recruitment | O00574 | CHO-K1 PathHunter CXCR6 beta-arrestin, luminescence | inhibition, % at 20 µM | 360,000 compounds, 0.36% hits | AID 602244; in the data active means inhibition above about 34%, passing the limit was not always enough;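 further: antagonist mode with CXCL16 agonist at 10 nM final; 0% = 10 nM CXCL16 with DMSO and 100% = unstimulated wells without agonist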
Target sequence (O00574 whole entry, looked up): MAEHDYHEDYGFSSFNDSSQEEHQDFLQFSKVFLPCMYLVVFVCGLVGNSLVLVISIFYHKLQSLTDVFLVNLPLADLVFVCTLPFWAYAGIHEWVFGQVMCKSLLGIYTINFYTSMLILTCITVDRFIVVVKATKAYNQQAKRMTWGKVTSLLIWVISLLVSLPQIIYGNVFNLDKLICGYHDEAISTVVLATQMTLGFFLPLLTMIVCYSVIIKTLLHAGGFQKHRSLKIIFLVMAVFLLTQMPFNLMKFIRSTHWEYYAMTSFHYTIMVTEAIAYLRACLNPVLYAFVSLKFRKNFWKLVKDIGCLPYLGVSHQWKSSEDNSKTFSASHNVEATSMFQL
tim23-1 inh: growth inhibitors of tim23-1 mutant yeast | inhibition, % at 20 µM | 330,000 compounds, 1.3% hits | S. cerevisiae tim23-1 growth, BacTiter-Glo luminescence, 24 h;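 active means growth inhibition of the mutant yeast at or above 50%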;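 further: temperature-sensitive mutant grown at 25 °C; plate controls were DMSO-treated mutant yeast for no effect and medium wells lacking yeast for full effect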
APJ ag: APJ receptor agonism; P35414; activation, % at 20 µM; AID 2520; CHO-K1 APJ PathHunter beta-arrestin, luminescence; 0% DMSO wells, 100% apelin; 330,000 compounds, 0.11% hits;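 active means activation more than six SD over the plate average, tested at 20 µM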;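 further: 0% = DMSO alone and 100% = apelin-13 at 10 nM; some results filed as inactive read as strong as hits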
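Material: CHO-K1 APJ beta-arrestin complementation cell line; Input: cell density 1000 per well; Incubation: compound stimulation 90 min at 25 °C, detection 60 min; Signal: luminescence from split beta-galactosidase complementation, Galacton Star/Emerald II substrate; Controls: DMSO-only wells as negative, 10 nM Apelin-13 as positive control.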
Mdm2-MdmX inh: disrupts the human Mdm2-MdmX interaction; 330,000 compounds, 3% hits; SaOS-2 split-luciferase Mdm2/MdmX complementation, luminescence; inhibition, % at 8 µM;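 active means inhibition of at least 50% at 8 µM in the primary screen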
EBI2 antag: EBI2 (human) antagonism; P32249; EBI2 beta-arrestin recruitment, luminescence, 7a,25-OHC stimulated; inhibition, % at 5 µM; 360,000 compounds, 0.81% hits; in the data active means inhibition above about 38%;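 further: enzyme fragment complementation signal reports receptor beta-arrestin coupling in cells; 0% = agonist plus DMSO wells and 100% = wells without agonist; some results beyond the cut were filed as inactive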
Target sequence (P32249 whole entry, looked up, the tested form may be a part): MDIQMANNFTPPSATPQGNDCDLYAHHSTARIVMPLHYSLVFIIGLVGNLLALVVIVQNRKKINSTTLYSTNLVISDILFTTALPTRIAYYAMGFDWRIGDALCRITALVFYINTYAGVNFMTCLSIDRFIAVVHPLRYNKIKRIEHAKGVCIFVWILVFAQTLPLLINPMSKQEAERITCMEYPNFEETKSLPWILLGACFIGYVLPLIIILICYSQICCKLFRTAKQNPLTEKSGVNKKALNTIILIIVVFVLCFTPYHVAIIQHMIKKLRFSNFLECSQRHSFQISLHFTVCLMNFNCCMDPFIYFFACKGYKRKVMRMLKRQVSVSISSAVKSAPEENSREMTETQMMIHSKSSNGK
CCR6 antagonist: CCR6 (human) receptor antagonism; CHO-K1 CCR6 PathHunter beta-arrestin, luminescence, CCL20-stimulated; inhibition, % at 20 µM; 340,000 compounds, 0.49% hits;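 active means compounds whose inhibition of the agonist-driven luminescence signal at 20 µM reaches about 50%, limit read from the data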;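 further: cells stimulated with CCL20 at 14 nM final; plate controls were DMSO with CCL20 for no effect and DMSO without agonist for full effect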
Target sequence (P51684 whole entry, looked up): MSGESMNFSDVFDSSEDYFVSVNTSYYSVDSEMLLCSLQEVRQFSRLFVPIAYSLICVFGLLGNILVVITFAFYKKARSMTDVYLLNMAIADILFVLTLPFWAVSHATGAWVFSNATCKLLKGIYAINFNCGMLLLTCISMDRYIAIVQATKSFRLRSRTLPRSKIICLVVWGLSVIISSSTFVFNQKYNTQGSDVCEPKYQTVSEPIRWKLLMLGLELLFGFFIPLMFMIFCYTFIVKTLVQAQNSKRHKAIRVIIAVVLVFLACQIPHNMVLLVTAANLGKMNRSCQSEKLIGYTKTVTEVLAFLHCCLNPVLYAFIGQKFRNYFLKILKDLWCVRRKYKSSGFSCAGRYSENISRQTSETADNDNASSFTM
Active calls of the source: *; · = no result given. This is a subset; the hit share may differ from the screen's.

#	Compound	EBI2 antag	tim23-1 inh	APJ ag	CCR6 antagonist	APJ antag	CXCR6 inh	UPR XBP1 act	Mdm2-MdmX inh	CHOP UPR activ
1	Cc1[nH]n2c(=O)cc(C(C)(C)C)nc2c1-c1ccccc1	-7	-3	-6	4	-2	18	2	32	3.8
2	COC(=O)CCC(=O)N1CCCC(N2CCN(c3ccc(OC)cc3)CC2)C1 (stereo unspecified)	-13	-2	0	-6	-1	3	-5	-17	-0.4
3	Cc1ccccc1NC(=O)C1CC(=O)N(c2ccccc2F)C1 (stereo unspecified)	-5	12	0	17	13	9	-5	-9	0.1
4	Cc1cccc(NC(=O)C2CCCN(S(=O)(=O)c3ccc(-n4cnnn4)cc3)C2)c1 (stereo unspecified)	2	-5	1	15	-6	-4	-1	15	-0.5
5	COC(=O)C1=C(N)OC2=C(C(=O)CCC2)C1c1ccccc1OC (stereo unspecified)	-1	0	-2	-5	15	3	1	-4	-0.7
6	O=C(CN1C(=O)NC2(CCc3ccccc32)C1=O)c1ccc2c(c1)OCCO2 (stereo unspecified)	-5	12	3	-2	-3	-5	4	-11	0.7
7	COc1ccc(OCc2nnc(NC(=O)Nc3ccccc3F)s2)cc1	2	9	-1	9	-16	-4	-1	38	1.3
8	C=CCOC(=O)C1=C(C)NC(=O)NC1c1ccc(OC(=O)c2ccco2)c(OC)c1 (stereo unspecified)	-12	11	1	7	-7	1	1	-18	0.3
9	CCOC(=O)c1ccccc1NC(=O)CSc1cccc[n+]1[O-]	-3	12	-4	10	13	3	2	-7	-6.2
10	COc1ccc(-c2noc(CCCCC(=O)N3CCN(c4cc(C)ccc4C)CC3)n2)cc1	9	29	·	15	·	2	-1	49	5.1
11	COc1cc(C(=O)N2C(=O)CCC2=O)cc(OC)c1OC	2	16	-3	14	-1	3	-4	-8	0.7
12	CCCCOc1ccc(NC(=O)CN2CCN(CC)CC2)cc1	3	4	4	-4	11	-21	-1	-1	2.1
13	Cc1cc([N+](=O)[O-])cc(C)c1OCC(=O)N/N=C/c1ccc(OC(=O)c2ccccc2Br)cc1	-9	23	1	-4	-7	7	6	23	6.3
14	O=C(N/N=C/c1ccc[nH]1)c1cc(-c2cccs2)nc2ccccc12	6	47	-1	14	-7	2	1	24	-2.0
15	O=C(Nc1ccc(NS(=O)(=O)c2ccccc2)cc1)c1ccccc1	11	-1	2	6	-5	-2	3	19	0.5
16	Cn1c(SCC(=O)N2CCOCC2)nc2sc3c(c2c1=O)CCCC3	-3	17	-4	11	-4	6	-1	7	-1.1
17	CCOC(=O)Cc1csc(NC(=O)CCN2C(=O)c3cccc([N+](=O)[O-])c3C2=O)n1	-3	-3	1	1	5	-2	-1	-4	2.4
18	N#CCCn1cc(C(=O)Nc2ccc([N+](=O)[O-])cc2)c(-c2cccs2)n1	2	34	-4	10	7	1	0	-18	-0.1
19	CCC(=O)Nc1ccc(C(=O)OCc2ccccc2)cc1	11	32	-1	13	17	0	6	3	2.7
20	COc1ccc(C(=O)Nc2ccc(S(=O)(=O)N3CCOCC3)cc2)cc1	-6	30	4	6	-2	3	-1	3	-1.6
21	Cc1cc(Nc2ccc(Cl)cc2)n(-c2cccc(Cl)c2)n1	-6	36	-1	-11	-6	-6	0	0	-1.6
22	COc1ccc(OC)c(Nc2nc(NCCC(C)C)nc(N)c2[N+](=O)[O-])c1	-11	27	-3	19	14	0	1	42	2.6
23	COC(=O)CSc1nc(NCc2ccccc2)nc(N(C)C)n1	6	22	-2	0	1	1	4	10	1.5
24	O=C(CN1CCc2ccccc2C1)NC1CCCC1	-8	0	-3	7	2	3	2	18	-1.2
25	COc1cccc(OCc2cc(C(=O)N(C)CCC3CCCCO3)no2)c1 (stereo unspecified)	7	34	-1	14	8	-2	-3	-11	6.7
26	C=C(C)CSc1nnc2[nH]c(=O)cc(N)n12	-7	4	-1	-7	-2	4	-4	-5	-0.7
27	N/C(=N/OC(=O)c1cccc([N+](=O)[O-])c1)c1cccc([N+](=O)[O-])c1	4	-14	26*	6	-42	7	3	2	3.8
28	COc1cc(NS(C)(=O)=O)c(OC)cc1NC(=O)c1cccc(F)c1	-4	12	0	-2	-9	1	-1	5	-1.8
29	CC(C)C(=O)N(c1ccc2oc(=O)sc2c1)S(=O)(=O)c1ccccc1	1	11	-4	-6	-9	12	-3	22	-0.9
30	C=CCn1ccc(=NC=C(C#N)C#N)c2ccccc21	23	25	-2	22	16	16	0	-4	0.5
31	O=c1c2c3c(sc2nc2n1CCCC2)CCCCC3	-1	25	-4	-20	-2	-1	-1	2	-1.8
32	Cc1cc(C)nc(NC(=O)c2ccc(C)o2)n1	-11	-9	2	-7	5	6	0	2	1.0
33	CCN(CC)C(=O)[C@H]1CC(CC(=O)NCCC2=CCCCC2)C(=O)N2CCc3c([nH]c4ccccc34)[C@]12C (stereo partly specified)	6	16	2	-11	-3	9	-3	1	4.0
34	COc1ccc(NC(=O)C2CCN(S(=O)(=O)c3cccs3)CC2)cc1OC	3	11	-5	15	3	-8	-2	-7	-1.1
35	Cc1cc(C)nc(NC(=O)CCCC(=O)O)c1	4	1	-4	-18	5	-5	-3	20	-2.8
36	O=S(=O)(Nc1ccc2c(c1)OCCO2)c1cccc2nsnc12	3	0	-3	-2	-12	2	-8	47	-4.5
37	O=C(COc1ccccc1)Nc1c2c(nn1-c1ccc(F)cc1)CS(=O)(=O)C2	1	-2	-5	17	5	2	-2	-14	-0.5
38	CCCn1c(/N=C/c2ccccc2O)nc2ccccc21	5	0	-7	-3	5	-1	1	8	1.7
39	CCOC(=O)N1CCN(C(=O)CN(Cc2ccccc2)S(C)(=O)=O)CC1	0	1	-1	8	18	-3	-3	-1	-0.9
40	COc1cc(/C=C/C(=O)N(C)CC(=O)Nc2ccccc2SC)cc(OC)c1OC	-2	25	-3	-1	2	-5	2	-19	0.0
41	CSCCC(NC(=O)c1ccccc1)C(=O)N1CCN(C(=O)c2ccccc2)CC1 (stereo unspecified)	-4	-7	0	12	7	6	1	6	0.0
42	CC(C)N1CCC(N2CCN(C/C=C/c3ccc(F)cc3)CC2CCO)CC1 (stereo unspecified)	-5	-12	3	-5	5	-2	0	33	-1.0
43	NC(=O)C1=C[C@@H](c2ccc(C(F)(F)F)cc2)C[C@@H](OCc2ccc(CO)cc2)O1	7	15	7	11	-3	-3	1	-35	-0.1
44	O=C(Nc1cccc(Cl)c1N1CCOCC1)c1ccco1	3	18	-1	10	6	-1	5	15	0.1
45	CNC(=O)NC(=O)C(C)OC(=O)c1cc2c(s1)CCCCC2 (stereo unspecified)	-9	7	1	13	-6	-5	1	3	0.8
46	Cc1ccc(/C=C/C2=NN(Cc3ccccc3Cl)C(=O)CC2)cc1	4	23	-2	37	13	4	-2	22	-1.3
47	COc1ccc(OC)c(CN2CCC(C(=O)N(C)CCc3ccc(OC)c(OC)c3)CC2)c1	2	13	-2	-1	15	-11	-5	-1	-0.4
48	O=C(NC1CCCCC1)NC1CCN(CC(=O)N2CCOCC2)CC1	-13	2	0	7	0	-5	2	-8	0.6

Reprinted from the part before: three compounds, followed by the next part.
#	Compound	EBI2 antag	tim23-1 inh	APJ ag	CCR6 antagonist	APJ antag	CXCR6 inh	UPR XBP1 act	Mdm2-MdmX inh	CHOP UPR activ
46	Cc1ccc(/C=C/C2=NN(Cc3ccccc3Cl)C(=O)CC2)cc1	4	23	-2	37	13	4	-2	22	-1.3
47	COc1ccc(OC)c(CN2CCC(C(=O)N(C)CCc3ccc(OC)c(OC)c3)CC2)c1	2	13	-2	-1	15	-11	-5	-1	-0.4
48	O=C(NC1CCCCC1)NC1CCN(CC(=O)N2CCOCC2)CC1	-13	2	0	7	0	-5	2	-8	0.6
49	Cc1ccc(-n2c(C)cc(/C([O-])=C(/C(=S)Nc3ccc(F)c(Cl)c3)[n+]3ccccc3)c2C)cc1	5	-15	-4	21	-50	9	2	-17	1.7
50	CCOc1ccc(/C=C/C(=O)N(CC)CC(=O)Nc2ccc3c(c2)OCCO3)cc1OC	-7	16	-1	-1	-10	-1	0	19	0.1
51	S=C(NCc1cccs1)Nc1ccccc1	-14	14	-2	3	-7	-13	-3	25	-0.5
52	O=C(NCc1ccc(Cl)cc1)c1cc(=O)[nH]c2ccc(S(=O)(=O)N3CCOCC3)cc12	1	-13	-6	-2	-21	-2	1	38	18
53	CC(=O)c1ccc(NC(=O)CNC2CCCCC2)cc1	-17	-14	-4	19	7	6	4	-21	1.9
54	CC12CCC(C(=O)N3CCCc4ccccc43)(OC1=O)C2(C)C (stereo unspecified)	-5	21	-5	15	3	0	-1	1	16
55	COCCNC(=O)C(OC(=O)c1cc2oc(C)cc2n1C)C(C)C (stereo unspecified)	-8	8	-4	-12	-3	0	1	19	-0.2
56	Cc1cccc(N2C(=O)CS/C2=N\NC(=O)c2cccnc2)c1C	1	9	-1	-3	8	3	-1	3	0.8
57	Cn1c(=O)c2c(nc(NCc3ccc4c(c3)OCO4)n2Cc2ccccc2F)n(C)c1=O	3	21	5	-1	14	-7	-5	23	-1.9
58	N#Cc1ccccc1S(=O)(=O)N1CCN(CC(=O)Nc2ccnn2C2CCCC2)CC1	3	19	-6	-4	17	-2	1	26	-0.7
59	COC(=O)c1c(C)oc(C)c1S(=O)(=O)NCc1ccc(Cl)cc1	2	28	-7	2	6	2	-1	14	-1.9
60	CCC(C)NC(=O)CCS(=O)(=O)c1ccc2c(c1)n(C)c(=O)c(=O)n2C (stereo unspecified)	-3	3	3	6	-1	2	-2	23	-0.3
61	Cc1ccc(Nc2nnc(SCC(=O)c3c(N)n(C4CC4)c(=O)[nH]c3=O)s2)cc1C	3	5	-3	2	16	-9	-2	71*	0.5
62	COc1ccccc1C(=O)NCCC(=O)NCCc1ccccc1	14	11	1	-6	3	-1	-6	-11	0.0
63	CN1CCN(S(=O)(=O)c2ccc3[nH]c(=O)oc3c2)CC1	0	13	2	3	8	-12	-2	-14	-1.6
64	COCC1CCN(C(=O)C2CCN(c3nc(-c4ccccc4)nc4c3CCC4)CC2)C1 (stereo unspecified)	-3	10	-4	25	6	6	-6	26	-0.8
65	CC(C)OP(=O)(c1ccc(N(C)C)cc1)C(O)c1ccccc1F (stereo unspecified)	-12	18	-3	-12	-1	-2	0	-7	-1.0
66	COc1ccccc1OCC(=O)Nc1cc(Cl)ccc1N1CCCCC1	35	31	-2	26	6	0	1	10	-1.3
67	CC(C)c1ccc(C2c3[nH]c4ccccc4c3C[C@H]3C(=O)N(c4ccccc4C(=O)N4CCC[C@H]4C(=O)O)C(=O)N23)cc1 (stereo partly specified)	0	1	-2	8	-46	-2	-3	4	-1.3
68	CCC(C)(C)NC(=O)CN(CC1CCCO1)C(=O)CCC(=O)Nc1nccs1 (stereo unspecified)	-2	-7	-6	0	9	-9	-1	17	0.8

Compound activity as filed in PubChem BioAssay.
